# DRD3 agonist: D3 dopamine receptor (human) agonism; P35462; D3R DiscoveRx beta-arrestin cells, luminescence, 90 min; max activation, %; 410,000 compounds, 0.58% hits; AID 652048; in the data active means max activation above about 30%; further: 0% is about no effect; mostly tested at two doses, the higher about 12 µM
# Target sequence (P35462 whole entry, looked up): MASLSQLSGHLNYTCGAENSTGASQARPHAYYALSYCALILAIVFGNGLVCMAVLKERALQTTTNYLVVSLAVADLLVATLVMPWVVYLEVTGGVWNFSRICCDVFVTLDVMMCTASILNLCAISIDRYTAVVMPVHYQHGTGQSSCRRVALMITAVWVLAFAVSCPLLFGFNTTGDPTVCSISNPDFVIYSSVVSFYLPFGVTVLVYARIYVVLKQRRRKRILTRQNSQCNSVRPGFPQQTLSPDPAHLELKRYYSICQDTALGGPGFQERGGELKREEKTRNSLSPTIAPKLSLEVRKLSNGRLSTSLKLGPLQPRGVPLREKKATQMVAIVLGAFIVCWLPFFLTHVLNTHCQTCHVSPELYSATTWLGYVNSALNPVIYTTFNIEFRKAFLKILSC
#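 Cells at 1500/well, incubated overnight, then treated with pinned compounds (dopamine as control) for 90 min at 37 degrees C. DiscoveRx reagent added for 30 - 60 minutes at room temperature; luminescence read.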
# PTHR1 ag: agonists of human PTHR1 parathyroid hormone receptor | Q03431 | HEK293 GP2 PTHR1 cells, GloSensor cAMP luminescence, 1 h | Potency, µM (series often up to 115 µM), inactives show top-dose activation, hits mostly activators | 410,000 compounds, 0.075% hits; further: potency means the concentration at half of the fitted maximal effect; nearly all actives have a fitted effect of over 55% in size; some results filed as inactive show a strong effect at the top dose; inactives centre near -15; many of its hits are not listed in these tables
# Target sequence (Q03431 whole entry, looked up): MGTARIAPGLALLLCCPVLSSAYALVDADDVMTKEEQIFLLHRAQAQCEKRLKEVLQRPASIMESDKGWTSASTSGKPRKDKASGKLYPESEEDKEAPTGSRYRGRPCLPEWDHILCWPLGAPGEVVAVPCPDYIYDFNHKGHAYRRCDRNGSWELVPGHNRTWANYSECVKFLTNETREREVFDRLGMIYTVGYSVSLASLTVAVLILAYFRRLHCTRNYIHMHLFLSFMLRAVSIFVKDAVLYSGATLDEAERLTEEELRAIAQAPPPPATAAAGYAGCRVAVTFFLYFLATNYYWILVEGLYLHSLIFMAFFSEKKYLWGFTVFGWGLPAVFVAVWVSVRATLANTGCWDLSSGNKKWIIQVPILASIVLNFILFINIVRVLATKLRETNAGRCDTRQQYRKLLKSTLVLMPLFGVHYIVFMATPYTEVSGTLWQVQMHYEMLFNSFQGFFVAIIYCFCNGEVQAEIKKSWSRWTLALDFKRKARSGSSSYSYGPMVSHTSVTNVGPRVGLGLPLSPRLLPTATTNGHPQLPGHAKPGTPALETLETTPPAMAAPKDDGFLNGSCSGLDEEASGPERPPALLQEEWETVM
#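 HEK-293-derived GP2 cells expressing PTHR1 and a GloSensor cAMP reporter, 3,000/well, plated overnight, given luciferin plus IBMX (each 0.5 mM as added) for 1 h at 37 °C, then compound for 1 h at 37 °C. Luminescence was read after 15 min at room temperature.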
# EPAC2 antag: EPAC2 (human) antagonism; AID 720708; EPAC2 GEF exchange of Rap1B-BODIPY-GDP, fluorescence; 360,000 compounds, 0.18% hits; Potency, µM (series often up to 114 µM), for inactives: top-dose activity, negative = inhibition, usual class: inhibitors; further: potency means the concentration at half of the fitted maximal effect; on the % scale 0 is the no-effect control and ±100 the full control effect; nearly all actives have a fitted effect of over 45% in size; many of its hits are not listed in these tables
# DRD3 antagonist: D3 dopamine receptor (human) antagonism | 360,000 compounds, 2.5% hits | max response, negative = inhibition, % | P35462 | AID 652054 | D3R cells, DiscoveRx beta-arrestin luminescence, antagonist mode; stronger effect = lower value; in the data active means max response below about -50%; inconclusive means no clear call, values can overlap the other calls; further: on the % scale 0 is the no-effect control and ±100 the full control effect; mostly tested at two doses, the higher about 12 µM
#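 Cells expressing the human receptor were seeded at 1500 cells/well, incubated overnight at 37 degrees C in 5% CO2, then exposed to library compounds with dopamine controls for 90 minutes at 37 degrees C before luminescent detection.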
# pAkt inh: Akt phosphorylation inhibition | Neuro2A IGF-stimulated pAkt S473 HTRF, 20 min; stronger effect = lower value | activity change, % for hits at 50 µM | 360,000 compounds, 0.32% hits | AID 651550; in the data active means activity change below about -80%; inconclusive means mostly about -51% to -80%; further: on the % scale 0 is the no-effect control and ±100 the full control effect
#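 Neuro2A cells (4,500/well, DMEM with 0.5% FBS) were treated with compound at a single 50 µM final concentration, stimulated with 6 nM IGF for 20 min at 37 °C, and lysed. Phospho-Akt Ser473 was read by HTRF as 665/615 ratio ×10^4.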
# EPAC2 agonist: EPAC2 (human) agonism | AID 720711 | Potency, µM (top dose mostly 154 µM), inactives show at the top dose activation, usual class: activators | 360,000 compounds, 0.079% hits | EPAC2 activation, biochemical qHTS; response scale: 100% = 6.5 mM cAMP response | Q8WZA2; further: potency means the concentration at half of the fitted maximal effect; nearly all actives have a fitted effect of over 50% in size
#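 Nucleotide exchange monitored as fluorescence drop when BODIPY-GDP leaves Rap1B. Reaction: 100 nM EPAC2, 250 nM RAP1B-BODIPY-GDP, 50 uM GDP, room temperature, kinetic read over 30 min. Activity expressed relative to 6.5 mM cAMP.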
# MmCpn inh: blocks the Methanococcus maripaludis chaperonin Mm-Cpn | AID 504842 | Potency, µM (series often up to 76.9 µM), for the others: at the highest dose activity, negative = inhibition, most hits filed as inhibitors | purified Mm-Cpn ATPase, ADP Transcreener TR-FRET | 330,000 compounds, 0.031% hits; further: potency means the concentration at half of the fitted maximal effect; on the % scale 0 is the no-effect control and ±100 the full control effect; nearly all actives have a fitted effect of over 80% in size
#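 Eu-cryptate anti-ADP/ADP-d2 competition gives a ratio inversely related to ADP. Enzyme at 25 nM was pre-exposed to compound for 10 min, then given 10 uM ATP for 30 min, 37°C throughout.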
# CCT modulator: modulators of cytosolic chaperonin (CCT/TRiC) activity | purified chaperonin ATPase assay, HTRF ADP detection, 30 min | activity change, % (concentration not given with the values), hits read low | 360,000 compounds, 0.3% hits; in the data active means activity change below about -30%; further: on the % scale 0 is the no-effect control and ±100 the full control effect
#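 TRiC at 40 or 20 nM final (batch-dependent) in 30 mM Tris pH 7.4, 100 mM KCl, 5 mM MgCl2, 1 mM DTT, with compound at single 76 uM and 10 uM ATP, 30 min at 37 deg C. ADP detected by HTRF Transcreener, 665/615 ratio.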
# Active calls of the source: *; i = inactive; ? = inconclusive; · = no result given; & = joins results of further samples; [ ] = dose if it differs, or a comment. Unless noted, the call rests on the fitted dose curve; in most records, active means well fitted curve in the direction sought with a large enough effect; inconclusive means small, poorly fitted or top-dose-only effect, or another doubt; inactive means no such curve, though single readings can be large; an effect the other way counts as inactive or inconclusive. These rows are one share of the data (hit frequency here may not be typical).
SMILES,DRD3 agonist,PTHR1 ag,EPAC2 antag,DRD3 antagonist,pAkt inh,EPAC2 agonist,MmCpn inh,CCT modulator
Cn1cc(CN2CCCCC2C(=O)Nc2ccc(-n3cccn3)cc2)cn1 (stereo not drawn),-4.8,i,-1.2%,-9.5,i,13.8%,-4.8%,-1.4
Oc1ccccc1/C=N/n1c(-c2cccs2)n[nH]c1=S,-5.5,i,10.3%,-79.6*,i,-2.7%,2.0%,-0.3
c1ccc2sc(NN=C3CCCC3)nc2c1,4.4,-44.2%[inhibitor],1.3%,-10.6,i,2.1%,-3.9%,-2.6
Cc1ccc(CC(=O)Nc2cc(C)ccn2)cc1,5.2,?,-2.9%,-13.5,i,10.6%,-5.9%,-3.2
CCc1sc(C(=O)NCCc2ccc(S(N)(=O)=O)cc2)cc1C,-2.5,?,-9.6%,-2.5,i,7.1%,0.3%,0.1
CCOc1ccc2[nH]c(=O)c(C(c3nnnn3CCOC)N3CCOCC3)cc2c1 (stereo not drawn),-1.7,i,2.3%,5.4,i,-5.4%,-0.3%,1.3
O=C(NCCN1CCN(C(=O)c2cccc(Br)c2)CC1)C(=O)NCc1ccccc1,-3.2,i,0.3%,-21.8,i,-0.7%,-2.9%,-2.5
CCc1nc2c(OCc3ccc(Cl)cc3)cccn2c1N(C)C(=O)c1cccs1,-4.8,-33.8%[inhibitor],?,1.6,i,14.1%,·,0.3
C[n+]1cccc(C(=O)O)c1,-13.7,-5.7%,6.7%,-22.4,i,11.8%,·,0.4
O=c1[nH]c(=S)[nH]cc1Oc1ccc(Br)cc1Br,9.4,8.5%,-10.6%,-5.0,i,2.6%,·,-1.8
CC(=O)Nc1ccc(NC(=O)COC(=O)[C@@H](NC(=O)c2ccc(F)cc2)C(C)C)cc1,-1.1,i,-0.3%,5.7,i,-5.7%,-2.2%,-0.1
Cc1ccc(OCC(=O)Nc2nnc(S(=O)(=O)N3CCCCCC3)s2)cc1,5.6&3.3,-2.3%,?,-16.2,i,-6.3%,-4.9%,-1.4
O=[N+]([O-])c1ccc(Sc2ncc3ccccn23)nc1,-9.2,-74.3%[inhibitor],14.3%,13.0,i,8.8%,0.2%,2.9
COc1ccc2cc(C(c3nnnn3C3CCCC3)N3CCOCC3)c3nnnn3c2c1 (stereo not drawn),-2.1,i,?,13.1,i,-1.8%,-3.3%,1.6
Cc1ccccc1NC(=O)COC(=O)/C=C/c1cccc(C(F)(F)F)c1,-5.3,i,-2.0%,-8.3,i,4.7%,-0.8%,-4.2
COC(=O)CCC(=O)Nc1ccc(Br)cc1,-3.1,?,8.2%,-3.5,i,8.0%,0.5%,0.9
CNC(=O)c1ccc(Nc2nnc(-c3ccc(C(N)=O)cc3)c3ccccc23)cc1,-17.1,i,9.8%,-27.1,i,8.4%,-10.3%,-0.4
COc1ccccc1C(=O)N1C(CC(=O)Nc2ccccc2C)C(=O)NC2CCCCC21 (stereo not drawn),2.8,i,4.6%,31.5,i,-2.2%,-12.4%,-0.7
CCc1ccc(C(=O)Nc2cc(C)on2)o1,0.9,i,1.2%,10.6,i,11.9%,3.3%,1.1
NC(=O)[C@H]1CC2(CC(c3cccc(NC(=O)c4ccccc4)c3)=NO2)CN1C(=O)[C@H]1CCC(=O)N1 (stereo partly drawn),8.9,13.3%,-1.5%,-5.1,i,1.7%,2.3%,-0.6
O=C(NCc1ccco1)c1ccc2nccnc2c1,-1.1,-11.1%,7.9%,10.0,i,6.2%,-2.1%,-3.2
CN(c1cccc(NC(=O)c2ccccc2N(Cc2ccccc2)S(C)(=O)=O)c1)S(C)(=O)=O,-1.5,-1.3%,-1.5%,-1.0,i,-1.0%,?,-5.1
Cc1nn(CCCC(=O)Nc2c(F)cc(F)cc2Br)c(C)c1[N+](=O)[O-],2.0,-0.5%,5.4%,12.1,i,5.6%,0.2%,-4.8
Cc1c(Cl)cccc1NC(=S)NCCCN(C)C,2.0,i,0.0%,-10.6,i,4.6%,-1.2%,-0.1
C[C@H](NS(=O)(=O)c1ccccc1F)C(=O)OCC(=O)Nc1ccc2c(c1)OCCO2,2.9,i,-5.6%,15.1,i,11.3%,2.6%,-3.9
CC1(C)CC(=O)C(C=N)=C(O)C1,-4.2,i,5.7%,?,i,-0.7%,0.0%,0.3
Cc1ccc(OCCCC(=O)Nc2ccccc2C(F)(F)F)cc1,-2.9,-4.4%,6.5%,10.6,i,-10.5%,-1.9%,-0.4
COc1cccc(CC(=O)OC(C)C(=O)Nc2ncc(Cl)cc2Cl)c1 (stereo not drawn),-16.7,i,2.1%,6.4,i,-4.3%,-0.8%,-0.1
C[C@@H]1CN([C@H](C)CO)C(=O)CCCn2cc(nn2)CO[C@H]1CN(C)S(=O)(=O)c1ccc(Oc2ccccc2)cc1,5.9,-10.2%,8.6%,29.8,i,3.0%,·,-1.7
CCOC(=O)c1c(NC(=O)CSc2nnc(-c3c[nH]c4ccccc34)n2C)sc2c1CCCC2,7.4,-7.9%,-1.9%,16.9,i,8.6%,-1.3%,0.0
CN1CCN(c2oc(-c3ccccc3F)nc2S(=O)(=O)c2ccc(Cl)cc2)CC1,-8.1,-31.2%,-8.5%,?,i,17.9%,2.5%,1.6
CC(C)Cn1c(N)c(C(=O)COC(=O)c2c(F)cccc2F)c(=O)n(C)c1=O,-0.8,i,-16.5%,-5.2,i,-2.9%,-0.3%,-1.1
C=CCn1c(SCc2cc([N+](=O)[O-])cc3c2OCOC3)nc2cc(C(=O)O)ccc2c1=O,-0.3,-17.5%,-28.6%,-17.0,i,17.3%,-3.3%,-1.0
Cc1ccc(NC(=O)c2cc(S(=O)(=O)N3CCCCC3)ccc2N2CCOCC2)cc1F,-4.6,-10.9%,-8.6%,-26.7,i,3.6%,-0.4%,-2.6
CCN(CC)C(=S)Nc1ccc(OC)cc1,2.1,-20.9%,-3.3%,10.6,i,-10.0%,-1.4%,-21.8
O=C(NC1CCCCC1)C1c2ccccc2C(=O)N1Cc1ccc2c(c1)OCO2 (stereo not drawn),1.9,i,-11.2%,14.7,i,-6.9%,0.2%,-3.6
COc1cccc(OC)c1C(=O)NC(=S)Nc1cccc(NC(=O)c2ccco2)c1,-0.3,-23.1%,-1.7%,12.4,i,11.3%,-1.5%,-3.1
Clc1ccc(CSc2ccc(-c3cccnc3)nn2)cc1,-3.0,-10.5%,-1.2%,-12.0,i,19.0%,-1.2%,-2.3
C=CCOc1ccc(C2/C(=C(\O)c3ccc4c(c3)CC(C)O4)C(=O)C(=O)N2CCN2CCOCC2)cc1OCC (stereo not drawn),-9.6,i,0.4%,-12.4,i,-14.9%,-3.0%,1.6
Cc1cc(S(=O)(=O)Nc2ccc(C(=O)NCC(c3ccco3)N3CCCCC3)cc2)ccc1F (stereo not drawn),-20.0,i,-16.8%,-13.0,i,1.8%,0.4%,-0.6

# A second format for some results above:
SMILES	DRD3 agonist	PTHR1 ag	EPAC2 antag	DRD3 antagonist	pAkt inh	EPAC2 agonist	MmCpn inh	CCT modulator
Cn1cc(CN2CCCCC2C(=O)Nc2ccc(-n3cccn3)cc2)cn1 (stereo not drawn)	-4.8	i	-1.2%	-9.5	i	13.8%	-4.8%	-1.4
Oc1ccccc1/C=N/n1c(-c2cccs2)n[nH]c1=S	-5.5	i	10.3%	-79.6*	i	-2.7%	2.0%	-0.3
c1ccc2sc(NN=C3CCCC3)nc2c1	4.4	-44.2%[inhibitor]	1.3%	-10.6	i	2.1%	-3.9%	-2.6
Cc1ccc(CC(=O)Nc2cc(C)ccn2)cc1	5.2	?	-2.9%	-13.5	i	10.6%	-5.9%	-3.2

# Continued.
SMILES,DRD3 agonist,PTHR1 ag,EPAC2 antag,DRD3 antagonist,pAkt inh,EPAC2 agonist,MmCpn inh,CCT modulator
Cc1ccc(NC(=O)CN(C)C(=O)c2ccc(Cl)nc2)cc1,-16.2,i,-3.9%,-83.7*,i,7.5%,0.3%,-3.0
Cc1ccc(-c2nc3c4ccccc4ccn3c2Cc2ccsc2)cc1,-0.6,i,-3.1%,-9.3,i,5.8%,·,0.7
CCOC(=O)c1sc(/S(C)=N\S(=O)(=O)c2cccc(Cl)c2)c2c1CCC=C2 (stereo not drawn),-13.7,-4.9%,1.6%,-18.2,i,3.8%,0.2%,1.2
Cc1nn(-c2ccc(C(=O)O)cc2)c(C)c1Oc1ccccc1O,1.7,-47.9%,9.6%,3.4,i,1.4%,-0.5%,-2.3
Cc1cccc(-c2nsc(SCC(=O)NCC3CCCO3)n2)c1 (stereo not drawn),6.2,-26.5%,-0.5%,11.7,i,0.8%,0.4%,1.1
C=CCc1ccc(OCCn2cccc2C=O)c(OC)c1,12.8,-34.6%[inhibitor][57.5 µM],-1.1%,20.4,i,-1.6%,-2.8%,-3.8
CCOc1ccc(CCNC(=O)c2cc(C)on2)cc1OCC,0.2,i,12.7%,2.2,i,5.7%,-1.0%,-1.0
COc1ccc(COC(=O)C2CC(=O)N(Cc3ccc(C)cc3)C2)cc1 (stereo not drawn),-25.3,-9.4%,-1.0%,-24.7,i,19.1%,0.3%,-0.3
O=C1CC(c2ccco2)CC2=C1C(c1ccccc1)n1nc(C(F)(F)F)nc1N2 (stereo not drawn),1.1,-5.6%,-2.0%,-21.7,i,-1.5%,-0.4%,-1.7
CCCCNc1c(-c2ccc(OC)c(SC3CCCCC3)c2)nc2ccc(C)cn12,26.7,-10.7%,-12.7%&-18.1%,0.0,i,4.5%&4.5%,-1.8%,-1.0
O=C(COc1ccccc1)N(Cc1cccc(F)c1)C1CCS(=O)(=O)C1 (stereo not drawn),22.5,2.2%,6.9%,-21.5,·,8.9%,-0.1%,-1.3
Cc1ncc(CN2CCC(C(=O)Nc3cccc(-c4cscn4)c3)CC2)cn1,0.4,i,8.0%,-13.8,i,8.1%,1.4%,-0.4
O=C(Nc1cccc2cccnc12)c1ccc2sc([C@H]3C[C@H](O)[C@@H](CO)O3)nc2c1,14.5,-9.3%,15.9%,118.5,i,2.5%,·,0.3
Cc1nn(-c2ccccc2)c(C)c1/C=N/n1c(-c2ccc(Cl)cc2)n[nH]c1=S,-1.2,i,10.2%,-23.8,i,-7.3%,-0.6%,-1.2
Cc1occc1-c1nc(-c2ccccn2)no1,1.8,-19.3%[57.5 µM],6.0%,2.3,i,1.2%,-0.2%,-4.0
